# From PubChem BioAssay
# Rpn11 block = Rpn11 (human) deubiquitinase inhibition | human 26S proteasome, Ub4-pepOG fluorescence polarization; 20S core pre-blocked with epoxomicin | calls only at 20 µM | actives 0.59% (n = 360,000) | AID 588493;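 active = inhibition at 20 µM, scaled to each plate's controls, above about 33%, limit read from the data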
# NadD block = inhibitors of Staphylococcus aureus NadD; inhibition, % at 20 µM; purified NadD enzyme, colorimetric absorbance read-out; actives 0.78% (n = 360,000); in the data active = inhibition above about 26%; also: some compounds past the cut are filed as inactive
# Rin1-Abl PPI inh = blocks binding of human Rin1 to Abl; P00519+Q13671; AID 588664; TR-FRET Rin1/Abl binding, biochemical; inhibition, % at 7.35 µM; actives 0.4% (n = 360,000); in the data active = inhibition above about 5%, passing the limit was not always enough
# Neddylation inh = blocks human cullin neddylation. TR-FRET cullin neddylation, biochemical. calls only at 25 µM. P61081+Q13564. actives 0.58% (n = 360,000); in the data active = inhibition above about 36%
# SKN-1 inh = C. elegans SKN-1 inhibition; C. elegans VP596 Pgst-4::GFP/RFP ratio, acrylamide-induced, 24 h; inhibition, % at 21.8 µM; actives 0.49% (n = 360,000);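 active = interference check ratio from 0.5 to 1.5 plus GFP to RFP signal ratio inhibition reaching or exceeding a fixed threshold, cut at about 30% in these data, passing the limit was not always enough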; also: some compounds called inactive have numbers as strong as hits
# MT1-MMP act inh = inhibitors of human MT1-MMP activation | P50281 | HT1080 RFP-PRO-GFP cells, GFP/RFP ratio fluorescence, overnight; percent of plate control window, DMSO zero | GFP/RFP ratio change, % at 20 µM | actives 0.061% (n = 360,000) | AID 651647;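 active = GFP/RFP ratio change of at least 30% with cell ATP level not reduced by more than half and red fluorescence within 50% of control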; also: strong numbers were not always called active
#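 Assay system: HT1080 RFP-PRO-GFP cells | Dosing: 20 µM single dose, 1% DMSO | Incubation: Cells overnight before dosing, compound overnight, 37 °C, 5% CO2 | Evaluation: GFP/RFP fluorescence ratio | Control set: DMSO-only wells and HT1080 RFP-L50D-GFP cell wells as references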
# MLLE-PAM2 inh = inhibitors of microRNA-mediated deadenylation, human PABP1 MLLE binding | P11940 | GST-MLLE / FITC-PAM2 fluorescence polarization | inhibition, % at 20 µM | actives 0.36% (n = 360,000); in the data active = inhibition above about 35%, passing the limit was not always enough;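 also: plate controls were DMSO wells with GST-MLLE for no effect and wells lacking GST-MLLE protein for full effect; some results filed as inactive read as strong as hits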
# Target sequence (P11940 whole entry, looked up): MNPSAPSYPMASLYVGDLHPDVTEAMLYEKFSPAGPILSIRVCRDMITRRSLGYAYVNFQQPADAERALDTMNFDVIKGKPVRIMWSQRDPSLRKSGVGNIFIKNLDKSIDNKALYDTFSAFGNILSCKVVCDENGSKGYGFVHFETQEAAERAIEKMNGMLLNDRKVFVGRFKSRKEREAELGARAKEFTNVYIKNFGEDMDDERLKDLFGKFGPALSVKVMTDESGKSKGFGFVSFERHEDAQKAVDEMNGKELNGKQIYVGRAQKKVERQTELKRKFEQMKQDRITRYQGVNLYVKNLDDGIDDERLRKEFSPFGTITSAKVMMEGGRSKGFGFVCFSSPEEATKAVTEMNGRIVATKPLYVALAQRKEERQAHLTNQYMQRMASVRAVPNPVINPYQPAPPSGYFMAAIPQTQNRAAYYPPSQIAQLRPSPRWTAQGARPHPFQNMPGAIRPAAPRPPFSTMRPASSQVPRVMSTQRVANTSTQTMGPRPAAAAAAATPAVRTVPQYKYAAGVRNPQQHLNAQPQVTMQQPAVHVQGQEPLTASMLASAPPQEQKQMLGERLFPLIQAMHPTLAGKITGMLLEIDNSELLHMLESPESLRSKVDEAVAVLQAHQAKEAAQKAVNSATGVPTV
# CSN deneddyl inh = blocks human CSN-mediated cullin deneddylation; Q92905; Purified CSN, SCF-Nedd8-OG deneddylation, fluorescence polarization; inhibition, % at 12.5 µM; actives 0.38% (n = 360,000); AID 651999;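 active = pattern-corrected inhibition above about 35%, with an unprinted fluorescence ratio check between 0.5 and 1.5, limit read from the data, passing the limit was not always enough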;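 also: 0% = enzyme with substrate and 100% = substrate without enzyme; some results filed as inactive read as strong as hits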
# Target sequence (Q92905 whole entry, looked up, one chain of several): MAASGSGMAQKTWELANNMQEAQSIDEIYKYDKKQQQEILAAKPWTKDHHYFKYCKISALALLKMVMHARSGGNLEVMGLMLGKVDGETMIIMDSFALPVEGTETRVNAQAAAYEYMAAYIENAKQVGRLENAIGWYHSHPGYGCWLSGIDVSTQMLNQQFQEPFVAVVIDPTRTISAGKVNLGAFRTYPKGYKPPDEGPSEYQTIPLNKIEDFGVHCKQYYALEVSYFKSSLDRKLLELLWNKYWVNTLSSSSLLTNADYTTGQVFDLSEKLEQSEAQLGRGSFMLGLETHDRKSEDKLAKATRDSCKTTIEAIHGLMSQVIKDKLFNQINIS
#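 Assay system: purified human Csn5 enzyme expressed in HEK293T cells; Input: 0.24 nM Csn5 enzyme, final concentration; Reagent: 10 nM SCFSkp2-Nedd8OG; Compound dosing: 12.5 µM single point; Times: reaction 90 min, room temperature; Technique: fluorescence polarization readout.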
# FAS-TE inh = blocks the thioesterase domain of human fatty acid synthase. recombinant FAS-TE, OMFH fluorogenic substrate, fluorescence endpoint. inhibition, % at 15 µM. actives 0.67% (n = 360,000);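 active = compounds whose normalised, plate-corrected inhibition of enzyme fluorescence in the single-dose primary screen is 50% or more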;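 also: 0% = DMSO with enzyme and 100% = substrate without enzyme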
# * = called active by the depositor; i = inactive; · = not tested or not shown.
# The line under a structure holds: SKN-1 inh	Rpn11 block	NadD block	Rin1-Abl PPI inh	Neddylation inh	MT1-MMP act inh	CSN deneddyl inh	MLLE-PAM2 inh	FAS-TE inh
C[C@@H]1COc2cc(N(C)CCO)ccc2S(=O)(=O)N1
 : 0.1	·	-0.4	·	i	1.0	-2.9	·	-8.0
O=C(COC(=O)c1ccc(O)cc1O)NC1CCS(=O)(=O)C1 (stereo not drawn)
 : 4.2	i	-1.1	3.5	i	4.8	3.2	-9.6	-4.7
CC(C)[C@H](NC(=O)N1c2ccccc2NC(=O)[C@@H]1C(C)C)C(=O)N[C@H](Cc1ccccc1)C(=O)O
 : 4.5	i	2.6	3.4	i	0.5	-3.5	0.9	-3.1
CCC1(c2ccccc2)NC(=O)N(CC(=O)NCc2ccccc2OC)C1=O (stereo not drawn)
 : -0.9	i	-1.0	2.9	i	-3.4	2.2	-6.1	-3.1
O=C(N/N=C1\CCS(=O)(=O)c2ccc(F)cc21)c1ccc(O)cc1
 : -9.1	i	-3.2	-2.2	i	2.8	7.4	1.2	-1.7
CCOC(=O)Cn1nnc(-c2ccc(SC)cc2)n1
 : 6.5	i	-3.5	1.4	i	-0.6	4.1	-13.5	0.6
CCN(CC(=O)Nc1ccc(Cl)c(S(=O)(=O)N(C)C)c1)Cc1nc2ccccc2c(=O)[nH]1
 : 14.3	i	8.3	-1.9	i	-0.2	9.3	-29.6	1.4
CC(C)(C)OC(=O)N1CCC(C(=O)Nc2ccc(C(=O)NC3CC3)cc2)CC1
 : -13.3	i	0.2	-0.4	i	4.0	0.8	11.3	-7.3
Cc1nc2nc(-c3ccccc3)nn2c(C)c1C
 : -2.8	i	-0.7	-1.1	i	0.1	1.5	9.1	-4.0
CCC(C)(C)C1CCC2(CC1)NC(=O)N(CC(=O)NCCCc1ccccc1)C2=O (stereo not drawn)
 : -0.8	i	-2.4	-2.3	i	-3.1	1.0	1.5	15.2
COc1ccccc1C(C)NC(=O)c1ccccc1SCC(=O)N1CCCC1 (stereo not drawn)
 : -5.0	i	0.2	-5.0	i	-1.1	-1.1	-45.1	-11.5
Cc1ccc(C)c(S(=O)(=O)N2CCN(C(=O)c3ccc4ccccc4n3)CC2)c1
 : 13.0	i	-1.6	0.6	i	-3.2	0.3	0.4	11.1
COc1ccc(OCCSc2nc3ccccc3n2CCC(=O)O)cc1
 : -11.0	i	-2.6	0.2	i	1.5	-5.6	-4.3	-5.5
CS(=O)(=O)N(CC(=O)Nc1ccc2c(c1)OCO2)Cc1ccc(Cl)cc1
 : 0.0	i	-6.4	3.2	i	-3.0	-7.8	-4.9	9.6
C/C=C1\COC(C(=O)NCc2cccc(OC)c2OC)(C(F)(F)F)C=C1C=C1CCCCC1 (stereo not drawn)
 : 0.0	i	-0.2	-1.0	i	-4.1	-1.4	-12.0	23.0
O=C1Nc2ccccc2N(O)N1c1ccc(S(=O)(=O)Nc2ccccn2)cc1
 : 1.0	i	2.7	2.5	i	0.5	1.8	4.0	-12.4
COC1=C(Nc2ccc(OC)cc2)C(=O)c2ccccc2C1=O
 : -12.3	i	0.9	-10.9	i	10.5	-5.7	6.1	-0.3
Cc1ccc(Cn2ccc(C3CC3)n2)cc1
 : 1.2	i	-5.9	4.7	i	3.3	2.1	15.7	1.5
CC(=O)Nc1ccc(NC(=O)C(C)OC(=O)C2CC3C=CC2C3)cc1 (stereo not drawn)
 : 3.0	i	-2.6	2.9	i	3.3	-10.6	19.2	-8.8
COc1cccc2cc(C(=O)C3=C(O)C(=O)N(c4cc(C)on4)C3c3cccs3)oc12 (stereo not drawn)
 : 23.5	i	13.3	3.2	i	-30.1	13.6	-17.7	4.3
COc1ccc(Cn2c(C3CC3)nc3ccc(NC(=O)c4cccnc4)cc3c2=O)cc1
 : 3.3	i	2.1	0.3	i	-4.3	2.0	-16.1	-0.1
Cc1c(NC(=O)CCSc2ccc(Cl)cc2)c(=O)n(-c2ccccc2)n1C
 : -27.0	i	-6.1	-3.8	i	-0.9	-4.4	5.7	-4.3
CCN(c1cccc(C)c1)S(=O)(=O)c1ccc2c(c1)oc(=O)n2C
 : -8.1	i	-3.9	2.9	i	-1.2	-0.8	-2.8	3.8
Cc1ccc(C(C)C)c(OCc2ccc(C(=O)N/N=C/c3ccc(O)c(O)c3)cc2)c1
 : -11.8	i	33.7*	6.7	i	-27.6	-1.8	-5.3	0.9
CC(=O)Nc1ccc(S(=O)(=O)NCCc2ccccn2)cc1
 : 4.4	·	-7.2	0.1	i	2.4	-4.1	-7.0	-5.1
COc1ccc(C(C)(C)C)cc1NC(=O)CSc1ncn[nH]1
 : 1.8	i	1.9	1.9	i	6.4	0.0	-5.2	-37.2
COc1cccc(NC(=O)COc2cccc(-n3cnnn3)c2)c1
 : -6.8	i	4.1	1.8	i	2.1	-0.7	-7.9	21.9
CCCCn1c(N)c(N(CCOC)C(=O)CSCc2cccc(C)c2)c(=O)[nH]c1=O
 : -14.7	i	-2.4	2.6	i	1.3	-3.7	0.1	-7.1
Cc1ccnc(N2CCC(C(=O)Nc3ccc(Oc4ccccc4)cc3)CC2)n1
 : -13.2	i	-1.6	0.2	i	1.2	0.7	-0.8	-7.7
COc1ccc(C(=O)C(Cc2cc(C(C)=O)ccc2OC)N2CCCC2)cc1 (stereo not drawn)
 : 6.6	i	-9.2	1.2	i	-1.8	1.7	-10.1	-2.6
O=C(NC12CC3CC(CC(C3)C1)C2)c1cc([N+](=O)[O-])ccc1Cl
 : 14.2	i	5.2	3.4	i	-0.7	-1.9	1.0	59.3*
Cc1ccc(CSc2nc3nc(C)cc(C)n3n2)cc1
 : 19.5	i	-1.5	1.6	i	5.7	4.8	-4.3	2.3
CCN(CC)C(=O)C1=C(C)N(CCCOC)C(=O)C(CC(=O)NCCN2CCOCC2)C1 (stereo not drawn)
 : -3.7	i	-1.0	1.0	i	0.5	10.1	-12.1	-13.2
Cc1cc(C)n2nc(SC(C)C(=O)N3CC(C)OC(C)C3)nc2n1 (stereo not drawn)
 : -5.3	i	2.8	0.8	i	-3.4	1.5	0.6	-6.4
CC(=O)N1CCC2(CC1)CC(=O)c1cc(OCC(=O)NCc3ccco3)ccc1O2
 : 12.3	i	-0.7	-4.5	·	-2.1	3.4	15.5	-10.8
O=C(CSc1n[nH]c(-c2ccncc2)n1)NC1CCS(=O)(=O)C1 (stereo not drawn)
 : 10.7	i	3.8	4.7	i	3.2	-8.6	-23.5	-6.2
Cn1nc(C(=O)N2CCCCC2)c2c1-c1ccccc1S(=O)(=O)C2
 : 13.0	i	4.1	-3.2	i	0.4	-2.1	0.8	-7.6
COc1ccc(CC(=O)N/N=C(\C)CC(=O)NCc2ccco2)cc1OC
 : -2.8	i	-1.7	-0.9	i	6.3	1.2	3.8	-8.5
CCN1/C(=C/C=C2/SC(=Nc3cccc4ncccc34)N(C)C2=O)Sc2ccccc21
 : 13.9	·	7.4	-0.5	i	-53.9	49.7*	-147.2	-21.4
O=[N+]([O-])c1cc(/C=N/O)ccc1SCc1ccccc1
 : 25.2	i	1.7	-4.0	i	3.2	2.3	-0.2	-7.9
Cc1ccc(S(=O)(=O)N(c2cccc(C(F)(F)F)c2)C2C=CS(=O)(=O)C2)cc1 (stereo not drawn)
 : -3.3	i	6.6	2.4	i	4.0	5.3	4.6	0.9
COc1ccc(-c2nnc(SCC(=O)NCCc3ccc(S(N)(=O)=O)cc3)o2)cc1OC
 : 0.7	i	0.4	1.1	i	0.7	1.3	-20.6	-4.3
CC(=O)Oc1cc2c(C(C)=O)coc2c2ccccc12
 : 16.6	i	-3.4	5.5	i	1.0	-0.4	-0.2	-0.8
COc1ccc(NC(=O)/C(=C\c2ccc3c(c2)OCO3)NC(C)=O)cc1
 : 3.6	i	-7.5	-1.6	i	3.0	4.7	1.8	-11.8
CSc1nccc(Oc2ccccc2Cl)n1
 : -2.4	i	-3.7	0.4	i	-3.8	-1.0	-8.5	5.6
Cc1ccc(N2C(=O)c3ccccc3C2Nc2ccc(S(=O)(=O)N3CCCCC3)cc2)nc1 (stereo not drawn)
 : 5.6	i	14.6	1.9	i	-14.7	-4.6	-6.9	24.4
NC(=O)c1cccc(-c2cnc3c(Nc4cccc(OC(F)(F)C(F)F)c4)nccn23)c1
 : 5.6	i	-1.6	-3.1	i	14.2	-2.5	-5.9	6.3
S=C(Nc1ccc(Br)cc1Cl)N1CCC2(CC1)OCCO2
 : 6.8	i	-1.2	0.7	i	2.3	-2.5	-32.7	-3.1
Cc1cc(S(=O)(=O)N2CCOCC2)ccc1F
 : -14.4	i	-1.9	5.2	i	-2.3	4.6	-12.5	-4.6
Cc1ccc(SCC(=O)OC(C)C(=O)NCc2ccccc2)cc1 (stereo not drawn)
 : -8.2	i	-3.8	-0.3	i	-1.9	-1.0	-5.1	-5.1

# Next entries:
# The line under a structure holds: SKN-1 inh	Rpn11 block	NadD block	Rin1-Abl PPI inh	Neddylation inh	MT1-MMP act inh	CSN deneddyl inh	MLLE-PAM2 inh	FAS-TE inh
CC(C)(C)c1cc(Br)ccc1OCC(=O)Nc1ncn[nH]1
 : -3.1	i	0.6	1.4	i	1.0	0.2	-6.5	-68.1
Cc1[nH]nc(C(=O)NN=Cc2ccccc2Cl)c1N=NN(C)C
 : 8.5	i	6.4	1.7	i	-0.4	4.6	-4.7	-4.9
COc1ccc(/C=C(/NC(=O)c2ccco2)C(=O)NCc2ccco2)cc1OC
 : -16.0	i	-1.8	1.2	i	3.3	-0.6	6.9	-2.0
O=C(CSc1nc(=O)n2ccccc2n1)NCc1ccc2c(c1)OCO2
 : -2.1	i	-2.7	0.2	i	0.2	-2.2	10.3	-5.4
COc1ccc(C(C)=O)cc1COC(=O)CCNS(=O)(=O)c1ccc(C(C)=O)cc1
 : -9.8	i	-1.4	0.1	i	-2.3	1.9	-22.8	-1.8
Cc1ccc(-c2nnc(-c3ccc4ccccc4c3)o2)cc1
 : 4.3	i	-5.2	1.4	i	-4.6	1.8	5.4	24.6
O=C(CCN=C1NS(=O)(=O)c2ccccc21)Nc1ccc(F)cc1Cl
 : -14.5	i	-0.2	1.3	i	-1.2	-0.7	-1.6	-4.9
COc1ccc(C(C)(O)c2nc(-c3ccncc3)cs2)cc1 (stereo not drawn)
 : 9.9	i	-9.6	2.5	i	-5.8	3.8	-6.3	-6.2

# Entries of single compounds as entered above:
# Profile of CCC1(c2ccccc2)NC(=O)N(CC(=O)NCc2ccccc2OC)C1=O (stereo not drawn) = SKN-1 inh = -0.9; Rpn11 block = i; NadD block = -1.0; Rin1-Abl PPI inh = 2.9; Neddylation inh = i; MT1-MMP act inh = -3.4; CSN deneddyl inh = 2.2; MLLE-PAM2 inh = -6.1; FAS-TE inh = -3.1
# Profile of CCN1/C(=C/C=C2/SC(=Nc3cccc4ncccc34)N(C)C2=O)Sc2ccccc21 = SKN-1 inh = 13.9; Rpn11 block = ·; NadD block = 7.4; Rin1-Abl PPI inh = -0.5; Neddylation inh = i; MT1-MMP act inh = -53.9; CSN deneddyl inh = 49.7*; MLLE-PAM2 inh = -147.2; FAS-TE inh = -21.4
# Profile of O=C1Nc2ccccc2N(O)N1c1ccc(S(=O)(=O)Nc2ccccn2)cc1 = SKN-1 inh = 1.0; Rpn11 block = i; NadD block = 2.7; Rin1-Abl PPI inh = 2.5; Neddylation inh = i; MT1-MMP act inh = 0.5; CSN deneddyl inh = 1.8; MLLE-PAM2 inh = 4.0; FAS-TE inh = -12.4
